aSyn yeast inh = qHTS of alpha-syn Inhibitors; Yeast expressing alpha-synuclein, growth rescue, BacTiter-Glo, 24 h; Potency, µM (highest dose often 46.1 µM), for inactives: at the highest dose growth rescue (activation), hits mostly activators; 370,000 compounds, 0.14% hits; AID 652106, 2013; note: potency is the fitted concentration of half-maximal effect; % of control where 0% means no effect; nearly all actives have a fitted effect of over 65% in size
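Readout is rescue of growth in alpha-synuclein-expressing yeast, so inhibitors of toxicity appear as activators. Growth after 24 hr at 30 deg C in galactose medium is quantified by luminescence.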
IL2 activator = qHTS of IL-2 Activators; IL-2 activation reporter assay, cell-based qHTS; stimulated with anti-CD3/CD4/CD28 beads; in transgenic mouse T cells; activation, % (series mostly up to about 46 µM); 360,000 compounds, 0.065% hits; in the data active = activation above about 50%; inconclusive = mostly about 30% to 49%; note: 0% is about no effect
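Unstimulated transgenic mouse T cells preincubated 60 min with compound, then stimulated with anti-CD3/anti-CD4-coated beads plus anti-CD28 for 18 h at 37 degrees C. IL-2 response read as EGFP and DsRed fluorescence by plate cytometry.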
Abeta rescue = qHTS for compounds that reverse cellular toxicity of Amyloid beta (A-beta) peptide in yeast: Primary Screen. 410,000 compounds, 0.063% hits. Potency, µM (titrated, usually from 46.1 µM), for the others: top-dose growth rescue, hits mostly activators. yeast expressing A-beta42, growth rescue, OD600, 48 h; response scale: 0% DMSO, 100% iron-clioquinol control; note: potency is the fitted concentration of half-maximal effect; nearly all actives have a fitted effect of over 55% in size
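Yeast growth medium received pinned compounds, then yeast cells expressing toxic A-beta were added; plates incubated at 30 C for 48 hr. Growth read as absorbance at 600 nm, normalized to DMSO and equimolar FeCl3 plus clioquinol controls.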
PI5P4K alpha inh = qHTS for Inhibitors of phosphatidylinositol 5-phosphate 4-kinase (PI5P4K). 330,000 compounds, 1.2% hits. max response, %. Phosphatidylinositol 5-phosphate 4-kinase type-2 alpha (Homo sapiens), P48426. PI5P4Kalpha enzyme, ADP-Glo luminescence, 60 min; active compounds read low; active = max response of -50% or lower; inconclusive = between -30% and -50%; inactive = -30% or higher; note: value at the top dose of about 77 µM; % is set by controls: 0 for no effect and ±100 for the full control effect
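ADP-Glo luminescence end-point after a 60 min room-temperature kinase reaction. PI5P4Kalpha and substrate in HEPES pH 7.4 buffer with EGTA, 0.1% CHAPS and 5% DMSO; ATP at 5 microM final.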
PLK1 PBD block = qHTS for Inhibitors of PLK1-PDB (polo-like kinase 1 - polo-box domain): Primary Screen. Potency, µM, for the others: max response, negative = inhibition, hits mostly inhibitors. Plk1 PBD binding of FITC phosphopeptide, fluorescence polarization. Serine/threonine-protein kinase PLK1 (Homo sapiens), P53350. 360,000 compounds, 2.8% hits. AID 720504, 2013; note: potency is the fitted concentration of half-maximal effect; series mostly up to about 57 µM; % is set by controls: 0 for no effect and ±100 for the full control effect; nearly all actives have a fitted effect of over 65% in size
EPAC1 ag = qHTS for Agonist of cAMP-regulated guanine nucleotide exchange factor 3 (EPAC1): primary screen; Potency, µM (highest dose often 154 µM), inactives show at the highest dose activation, usual class: activators; Rap guanine nucleotide exchange factor 3 (Homo sapiens), O95398; 360,000 compounds, 0.073% hits; EPAC1 agonist qHTS, biochemical assay; response scale: 100% = response to 6.5 mM cAMP; note: potency is the fitted concentration of half-maximal effect; nearly all actives have a fitted effect of over 60% in size
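Nucleotide exchange assay: 100 nM EPAC1 with 250 nM Rap1B loaded with BODIPY-GDP and 50 uM GDP, room temperature. Fluorescence (480/540 nm) read every 5 min for 30 min; signal change normalized to 6.5 mM cAMP as full agonist.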
WRN helicase inh = qHTS for Inhibitors of WRN Helicase | Bifunctional 3'-5' exonuclease/ATP-dependent helicase WRN (Homo sapiens), Q14191 | WRN helicase unwinding, fluorescent forked duplex, kinetic | Potency, µM (top dose mostly 114 µM), inactives show top-dose activity change, negative = inhibition, usual class: inhibitors | 360,000 compounds, 0.46% hits; note: potency is the fitted concentration of half-maximal effect; % is set by controls: 0 for no effect and ±100 for the full control effect; nearly all actives have a fitted effect of over 55% in size
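Kinetic red-fluorescence monitoring (525/598 nm) tracks WRN helicase activity after 100 nM fluorophore-quencher forked duplex and 2 mM ATP are added to 20 nM enzyme pretreated 15 min at room temperature with compound.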
FUS suppressor = qHTS for Suppressors of FUS Proteinopathy: Primary screen using FUS-linked yeast assay; S. cerevisiae FUS-expressing, growth rescue, OD600, 24 h; Potency, µM (series often up to 76.6 µM), inactives show top-dose growth rescue (activation), usual class: activators; 390,000 compounds, 0.24% hits; AID 1347120, 2019;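 note: potency is the fitted concentration of half-maximal effect; plate controls were DMSO vehicle for no effect and reference control for full effect; nearly all actives have a fitted effect of over 55% in size; some results filed as inactive show a strong effect at the top dose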
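Yeast expressing FUS under galactose induction, OD 0.005 in 2% galactose medium; compounds in a dilution series, 24 h at 30C. Growth rescue by absorbance at 600 nm; CP55940 positive control, DMSO negative.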
EPAC1 antag = qHTS for Antagonist of cAMP-regulated guanine nucleotide exchange factor 3 (EPAC1): primary screen. Rap guanine nucleotide exchange factor 3 (Homo sapiens), O95398. EPAC1 GEF assay, Rap1b-BODIPY-GDP exchange fluorescence. Potency, µM (series often up to 115 µM), for inactives: top-dose activity change, negative = inhibition, hits mostly inhibitors. 360,000 compounds, 0.14% hits. AID 720709, 2013;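 note: potency is the fitted concentration of half-maximal effect; plate controls were vehicle for no effect and positive control for full effect; nearly all actives have a fitted effect of over 50% in size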
Starred values were filed as active, the others as inactive; ? = inconclusive; . = not tested or not shown; & = joins results of further samples; [ ] = another dose, or the depositor's remark. Unless noted, calls come from the whole dose curve; as a rule, active = well fitted curve in the direction sought with a large enough effect; inconclusive = small, poorly fitted or top-dose-only effect, or another doubt; inactive = no such curve, though single readings can be large; an effect the other way counts as inactive or inconclusive.

SMILES | aSyn yeast inh | IL2 activator | Abeta rescue | PI5P4K alpha inh | PLK1 PBD block | EPAC1 ag | WRN helicase inh | FUS suppressor | EPAC1 antag
CC(=O)c1c(C)nc2ccccc2c1N | -9% | -1.5 | 21% | 2 | 2% | 9% | -3% | -8% | 3%
C=CCNC(=S)/N=c1/ccccn1C | -1% | -3.7 | -10% | 1 | -5% | 2% | 0% | -7% | -1%
N=C1S/C(=C\c2ccco2)C(=O)N1c1nccs1 | -11% | -2.0 | -1% | -16 | -10% | -3% | -7%[11.6 µM] | 15% | -22%
O=C(CC1SC(=Nc2ccc3c(c2)OCCO3)NC1=O)Nc1ccc(F)cc1F (stereo not drawn) | 4% | 2.5 | 1% | -19 | -5% | 5% | -19% | 4% | -11%
CCCN(CCC)c1nc(N)nc(-c2cc(Cl)ccc2OC)n1 | -8% | -1.9 | -41%[inhibitor] | 21 | -3% | -6% | -1% | 12% | -3%
Cc1ccc2c(c1)C(=O)C(=O)N2Cc1ccc(Cl)cc1 | -1% | 0.0 | 8% | -28 | ? | 3% | -12% | -5% | -30%
CCc1ccc(C2C(C#N)=C(N)Oc3cc(N)ccc32)cc1 (stereo not drawn) | -7% | -1.3 | 2% | -5 | 3% | 0% | -10% | 38% | 9%
CCOCCCN(C)C1CCN(C(=O)c2oc3ccccc3c2NC(=O)Cc2ccc(F)cc2)CC1 | 1% | -0.8 | 6% | 1 | -1% | -5% | -10% | -1% | -12%
CC1(Cc2ccc(C(F)(F)F)o2)C(=O)Nc2cc(-c3ccc(F)cc3F)ccc21 (stereo not drawn) | -43%[inhibitor] | -0.8 | 1% | 15 | 5% | -15% | -5% | 35% | -17%
CC(C)(Cc1ccccc1)/[N+]([O-])=C\c1ccccc1 | -2% | -2.0 | -10% | -1 | 0% | -9% | -2% | -13% | -1%
CC1(C)COC2(OC1)C(=O)N(CN1CCOCC1)c1ccccc12 | 10% | 0.0 | 6% | 2 | -1% | 0% | 3% | -4% | 4%
O=C(Nc1cccc(C(=O)O)c1)/C(=C\c1ccc2c(c1)OCO2)NC(=O)c1ccco1 | -11% | 0.0 | 16% | -1 | 4% | 16% | -2% | -10% | 4%
COC(=O)CCCC1=CC2=CC(=O)C(C)(OC(=O)c3cccs3)C(=O)C2=CN1C1CC1 (stereo not drawn) | -2% | 0.3 | -16% | -1 | -27% | -16% | 12% | 14% | 11%
Cc1ccc(-n2nnnc2SC(C)C(N)=O)c(C)c1 (stereo not drawn) | 2% | -2.9 | 4% | 3 | -4% | -11% | 4% | -4% | 7%
C=CCN(c1ccccc1OC)S(=O)(=O)c1cccc(C(=O)NCc2ccco2)c1 | 1% | 0.4 | 1% | 2 | 4% | 6% | 2% | -23% | 9%
CCN(CC)CCN(C(=O)c1ccc(Br)s1)c1nc2cc3c(cc2s1)OCCO3 | -4% | -0.7 | -52%[inhibitor] | -1 | -9% | 0% | 10% | 26% | 32%[activator]
CSc1ncc(Cl)c(C(=O)NCc2cccnc2)n1 | 0% | -1.7 | -9% | -8 | 0% | -5% | -5% | 12% | 2%
CC(=O)NCCC(=O)Nc1nc2c(ccc3ccccc32)s1 | -2% | 0.1 | 12% | 6 | -10% | 2% | -8% | 5% | 7%
CC1CCC(NC(=O)c2cc(S(=O)(=O)N3CCCCC3)c[nH]2)CC1 (stereo not drawn) | 5% | -3.5 | -4% | 0 | -10% | -8% | 2% | 2% | -1%
CCOC(=O)C1(C(F)(F)F)N=C(c2cccnc2)OC(N2CCOCC2)=N1 (stereo not drawn) | -9% | 0.2 | 18% | 0 | -2% | -9% | 10% | -7% | 10%
O=C(c1ccncc1)N1CCN(c2cc(-c3ccccc3)nc3cc(-c4cccc(Cl)c4)nn23)CC1 | ? | -3.1 | 4% | -2 | -5% | 11% | -1% | -22% | 9%
Cc1ccc(OCC(=O)N2CCOCC2)c([N+](=O)[O-])n1 | 1% | 1.5 | -8% | 2 | -10% | 12% | 0% | 4% | -6%
CC(C)CN1CCC(C(=O)N2CCN(c3ccccc3F)CC2)CC1 | 2% | 0.0 | -4% | 1 | 3% | -8% | 7% | . | -4%
CN(C)C(=S)Nc1ccc2c(c1)OCCO2 | -3% | 5.0 | 7% | -1 | -4% | 11% | -9% | -31% | -1%
Cc1cc(-c2nnc(CCC(=O)NC(Cc3ccccc3)c3ccccc3)o2)no1 (stereo not drawn) | 3% | -3.3 | -19% | 0 | -8% | -5% | -3% | 17% | -6%
O=C(NC1CCCCC1)C(c1ccccc1)N(C(=O)c1cccs1)c1ccc2c(c1)OCO2 (stereo not drawn) | -6% | -1.6 | -8% | . | -13% | 1% | -17% | 10% | 9%
Clc1ccc(-n2nnnc2-c2cnc(-c3ccncc3)nc2-c2cccs2)cc1 | 16% | -0.3 | -33%[inhibitor] | . | -2% | 11% | -2% | 35% | -13%
Cc1cccc(NC(=O)c2cc(C)nc3ccccc23)c1 | -9% | -2.4 | -5% | -4 | -11% | 5% | 1% | -4% | 1%
COc1ccccc1C(=O)NC(=O)COC(=O)c1ccc(NC(=O)CC#N)cc1 | 3% | -4.5 | 26% | -7 | 5% | 12% | -10% | 1% | -5%
CSc1ncccc1C(=O)OCc1ccc(Br)cc1 | 3% | 0.3 | -6% | 1 | 1% | 8% | 0% | 13% | -13%
COc1ccc(C)cc1NC(=O)CN1C(=O)COc2ccc(S(=O)(=O)N3CCC(C)CC3)cc21 | -7% | -1.5 | -1%&-9% | 1 | -5% | -13% | 5% | 11%&-1% | 1%
CC1=C(/C=C/C(C)=C/C=C/C(C)=C\C(=O)O)C(C)(C)CCC1 | 3%&4% | -0.4 | 11% | 1 | ? | 3% | -5% | -8% | -4%
O=C(NCCCc1ccccc1)C(=O)NCC1OCCN1S(=O)(=O)c1ccc(F)cc1 (stereo not drawn) | -1% | -4.6 | -13% | -4 | -1% | 16% | -28% | . | -1%
COc1ccc(CCNC(=O)c2ccc3c(c2)S(=O)(=O)N=C2CCCCCN23)cc1 | -1% | 3.3 | -3% | 0 | -8% | 4% | -33% | 16% | 0%
O=C(CN1CCN(C(=O)c2ccco2)CC1)NCc1ccc(Cl)cc1 | 0% | 0.5 | 5% | -8 | 3% | 15% | 3% | 7% | -6%
Cn1c(C(=O)O)ccc1S(=O)(=O)N1CCCCCC1 | -3% | 1.2 | 8% | -6 | 2% | 1% | 3% | 0% | 10%
CCOC(=O)CC(NC(=O)c1cccs1)c1ccc(OCC)cc1 (stereo not drawn) | 12% | -1.3 | 25% | -5 | 3% | -1% | 1% | -4% | 1%
Cc1ccc(CC(=O)NCc2ccc(F)cc2)cc1 | 0% | -0.9 | -42%[inhibitor] | -14 | -5% | 6% | -28% | -4% | -1%
Cc1ccc(S(=O)(=O)NCc2cccnc2)c(C)c1 | 5% | -3.3 | 2% | 0 | -2% | 4% | 11% | -13% | 7%
COc1ccc(-n2nnc3c(=O)n(CC(=O)N4CCC(Cc5ccccc5)CC4)cnc32)cc1 | 1% | 0.2 | 5% | 5 | -1% | -4% | -6% | -4% | -5%
C/C(=N\NC(=O)c1ccco1)c1cc2ccccc2o1 | 0% | 0.0 | 6% | -5 | -4% | -1% | -10% | . | -8%
CN(C)CCCN(C(=O)c1ccc(S(=O)(=O)N(C)C2CCCCC2)cc1)c1nc2ccc(Br)cc2s1 | -12% | -4.5 | 10% | 0 | -14% | -9% | 0% | 30% | -24%
COc1ccccc1/C=C1\SC(=S)N(CCC(=O)Nc2ccc(C(=O)O)c(O)c2)C1=O | 7% | 1.6 | -7% | ? | ? | 4% | -11%[11.6 µM] | 24% | 50µM*

Quoted at random: 2 compounds from above.
SMILES | aSyn yeast inh | IL2 activator | Abeta rescue | PI5P4K alpha inh | PLK1 PBD block | EPAC1 ag | WRN helicase inh | FUS suppressor | EPAC1 antag
COc1ccc(CCNC(=O)c2ccc3c(c2)S(=O)(=O)N=C2CCCCCN23)cc1 | -1% | 3.3 | -3% | 0 | -8% | 4% | -33% | 16% | 0%
CC1(Cc2ccc(C(F)(F)F)o2)C(=O)Nc2cc(-c3ccc(F)cc3F)ccc21 (stereo not drawn) | -43%[inhibitor] | -0.8 | 1% | 15 | 5% | -15% | -5% | 35% | -17%

Gathered by group: the entries above containing two or more sulfur atoms.
SMILES | aSyn yeast inh | IL2 activator | Abeta rescue | PI5P4K alpha inh | PLK1 PBD block | EPAC1 ag | WRN helicase inh | FUS suppressor | EPAC1 antag
N=C1S/C(=C\c2ccco2)C(=O)N1c1nccs1 | -11% | -2.0 | -1% | -16 | -10% | -3% | -7%[11.6 µM] | 15% | -22%
CCN(CC)CCN(C(=O)c1ccc(Br)s1)c1nc2cc3c(cc2s1)OCCO3 | -4% | -0.7 | -52%[inhibitor] | -1 | -9% | 0% | 10% | 26% | 32%[activator]
CN(C)CCCN(C(=O)c1ccc(S(=O)(=O)N(C)C2CCCCC2)cc1)c1nc2ccc(Br)cc2s1 | -12% | -4.5 | 10% | 0 | -14% | -9% | 0% | 30% | -24%
COc1ccccc1/C=C1\SC(=S)N(CCC(=O)Nc2ccc(C(=O)O)c(O)c2)C1=O | 7% | 1.6 | -7% | ? | ? | 4% | -11%[11.6 µM] | 24% | 50µM*

Bioassay records deposited in PubChem BioAssay by National Center for Advancing Translational Sciences (NCATS).
